S3 lipid droplet: qHTS Assay for Lipid Storage Modulators in Drosophila S3 Cells; Drosophila S3 cells, BODIPY lipid droplet fluorescence, 18-24 h; cells fed with added oleic acid; lipid storage change, negative = inhibition, % at the top dose, mostly 46.1 µM; hits show Potency in µM; 320,000 compounds, 0.64% hits; active = well fitted inhibition curve with a large enough effect in the signal ratio, with a control signal flat, not every such curve was filed as active; inconclusive = small, poorly fitted or top-dose-only effect, or effect the other way, or a change in a side signal; the % refers to the signal ratio
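Laser-scanning cytometry quantifies lipid droplet accumulation (500–530 nm total intensity; droplet/cell object ratio) in oleic acid-fed (400 uM added) Drosophila S3 cells treated with a concentration series. 20 uM Triacsin C defined 100% inhibition.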
S3 lipid droplet cell count max: recorded beside S3 lipid droplet, whose call it bears; cell number change, %; measured here: cell count max response;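 cells counted by Cell Tracker Red CMTPX staining in the red channel; peak over a dose series mostly up to 46.1 µM; percent activity relative to internal control wells on each plate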
Active calls of the source: *; [ ] = dose if it differs, or a comment. % is set by controls: 0 for no effect and ±100 for the full control effect; potency is the fitted concentration of half-maximal effect. The list is partial, so the mix of outcomes need not match the whole.

The opening 6 entries (preview)
Screening O=C1N=C(N2CCOCC2)S/C1=C\c1ccc(OS(=O)(=O)c2ccccc2)cc1 returned S3 lipid droplet inconclusive.
Screening Cc1ccc(C)c(OCC(=O)NNC(=O)c2ccc(=O)[nH]c2)c1 returned S3 lipid droplet inconclusive.
CC(C)(C)c1ccc(C(=O)N2CCC(C(=O)NCc3ccco3)CC2)cc1 was read as S3 lipid droplet inconclusive.
For Cc1ccc(-n2nc3c(=O)n(CCCC(=O)NCCN4CCN(C)CC4)nc(C)c3c2C)cc1 the results were S3 lipid droplet inactive and S3 lipid droplet cell count max 4.
`CN(CC1CCCO1)S(=O)(=O)c1ccc(C(=O)Nc2nnc(-c3ccccc3)o2)cc1` (stereo not given) gave S3 lipid droplet inconclusive.
Cc1nnc2n(c1=O)C(CS(=O)(=O)c1ccccc1)CS2 (stereo not given) was read as S3 lipid droplet inconclusive.

All compounds of this part, previewed entries included:
Screening O=C1N=C(N2CCOCC2)S/C1=C\c1ccc(OS(=O)(=O)c2ccccc2)cc1 returned S3 lipid droplet inconclusive.
Screening Cc1ccc(C)c(OCC(=O)NNC(=O)c2ccc(=O)[nH]c2)c1 returned S3 lipid droplet inconclusive.
CC(C)(C)c1ccc(C(=O)N2CCC(C(=O)NCc3ccco3)CC2)cc1 was read as S3 lipid droplet inconclusive.
For Cc1ccc(-n2nc3c(=O)n(CCCC(=O)NCCN4CCN(C)CC4)nc(C)c3c2C)cc1 the results were S3 lipid droplet inactive and S3 lipid droplet cell count max 4.
`CN(CC1CCCO1)S(=O)(=O)c1ccc(C(=O)Nc2nnc(-c3ccccc3)o2)cc1` (stereo not given) gave S3 lipid droplet inconclusive.
Cc1nnc2n(c1=O)C(CS(=O)(=O)c1ccccc1)CS2 (stereo not given) was read as S3 lipid droplet inconclusive.
`COC(=O)c1ccc(Oc2nc(Nc3ccccc3)nc(N(C)C)n2)cc1` gave S3 lipid droplet inconclusive.
`Cc1ccc(CC(=O)Nc2ccc(F)c([N+](=O)[O-])c2)cc1` gave S3 lipid droplet inconclusive.
Screening CCOC(=O)C(=N/O)/C(C)=N/NC(=O)C(=O)Nc1cc(Cl)ccc1Cl returned S3 lipid droplet inconclusive.
For Cc1ccc(Nc2nc(Oc3ccc(OCc4ccccc4)nn3)nc(N3CCOCC3)n2)cc1 the results were S3 lipid droplet inconclusive.
Screening Cc1ccccc1NC(=O)NC1CCCCC1C (stereo not given) returned S3 lipid droplet 4% and S3 lipid droplet cell count max 11.
`Cc1cc(C)nc(NS(=O)(=O)c2ccc(NC(=S)NC(=O)C3CCCC3)cc2)n1` gave S3 lipid droplet inactive.
For Cc1ccc(S(=O)(=O)CC(=O)Nc2nc3ccccc3s2)cc1 the results were S3 lipid droplet inconclusive.
`CSc1cccc(CN(C)C(=O)C2CCC(=O)N(CCCN3CCCC3=O)C2)c1` (stereo not given) gave S3 lipid droplet inactive and S3 lipid droplet cell count max -5.
Screening O=C(COc1ccc(Br)cc1)Nc1nnc(-c2cccnc2)s1 returned S3 lipid droplet -12% and S3 lipid droplet cell count max 11.
For CCOC(=O)CNC(=O)CSc1nnc(C)c(=O)[nH]1 the results were S3 lipid droplet inconclusive.
Screening NNC(=O)c1cc2cc(OC(F)(F)F)ccc2[nH]1 returned S3 lipid droplet 10% and S3 lipid droplet cell count max -10.
For S=c1[nH]c(-c2ccccc2)cn1/N=C/c1cccs1 the results were S3 lipid droplet inconclusive.
`CCn1c(CNc2ccc(Cl)cc2)nnc1SCc1ccc(Cl)cc1` gave S3 lipid droplet 13% and S3 lipid droplet cell count max -9.
`Cc1cc(C(=O)OCC(=O)NC(C)c2ccc(F)cc2)c(C)o1` (stereo not given) gave S3 lipid droplet inconclusive.
`Cn1ccc2c([N+](=O)[O-])cccc2c1=O` gave S3 lipid droplet 4% and S3 lipid droplet cell count max 12.
Screening COC(C[C@H]1O[C@@H]1[C@@H](O)COCc1ccccc1)OC returned S3 lipid droplet 1% and S3 lipid droplet cell count max 11.
`Clc1ccc(CSc2nnc([C@@H]3CCCN3)o2)cc1Cl` gave S3 lipid droplet inconclusive.
Screening CCOC(=O)c1c(C)[nH]c(C(=O)COC(=O)COc2ccccc2C=O)c1C returned S3 lipid droplet inconclusive.
COC(=O)c1ccccc1N(C)C(=O)C12CCC(C)(C(=O)O1)C2(C)C (stereo not given) was read as S3 lipid droplet 9% and S3 lipid droplet cell count max 3.
COC(=O)c1ccsc1NC(=O)CN1CCN(c2ccc(F)cc2)CC1 was read as S3 lipid droplet inconclusive.
Screening COc1ccc(Br)cc1C(=O)N/N=C/c1cccnc1 returned S3 lipid droplet inconclusive.
For COC(=O)c1ccc(CNC(=O)c2ccc(S(=O)(=O)N(C)c3ccccc3OC)cc2)cc1 the results were S3 lipid droplet inconclusive.
For c1ccc2cc(CNCc3cccc4ccccc34)ccc2c1 the results were S3 lipid droplet inconclusive.
C#CCOCCOCCOCCNc1nc(N2CCN(C(=O)CCCCCCCCCCNC(=O)[C@H](CCCCN)n3cc(C)nn3)CC2)nc(N2CCN(C(=O)CCCCCCCCCCNC(=O)[C@H](CO)n3cc(CCCSC)nn3)CC2)n1 was read as S3 lipid droplet inconclusive.
CC1CCN(C(=S)NC2CCCCC2)CC1 was read as S3 lipid droplet -11% and S3 lipid droplet cell count max -8.
For Cc1ccc2c(c1)c1c3n2CCN(CC(O)CNC(C)C)C3CCC1 (stereo not given) the results were S3 lipid droplet -29%.
N#C/C(=C\c1cccnc1)C(=O)Nc1cccc(Cl)c1 was read as S3 lipid droplet inactive.
`NS(=O)(=O)c1ccc(NCc2ccccc2OCc2ccc(F)cc2)cc1` gave S3 lipid droplet inconclusive.
For Cc1ccc(NC(=O)C2CC(=O)N(c3ccc4c(c3)OCCO4)C2)cc1S(=O)(=O)N1CCCCCC1 (stereo not given) the results were S3 lipid droplet inconclusive.
Screening COc1cccc(OCCCn2cc(/C=C3/C(=N)N4C=C(C)SC4=NC3=O)c3ccccc32)c1 returned S3 lipid droplet inconclusive.
For CC1CC1c1ccc(/C=C(\C#N)C(=O)Nc2cccc(Cl)c2Cl)o1 (stereo not given) the results were S3 lipid droplet inconclusive.
COCCOc1ccc(C(F)(F)F)cc1NC(=O)COC(=O)C1=COCCO1 was read as S3 lipid droplet inconclusive.
For O=C(CNCc1ccco1)Nc1cccc(S(=O)(=O)N2CCCCC2)c1 the results were S3 lipid droplet inconclusive.
For CNC(=S)N(CCc1c(C)[nH]c2ccc(Cl)cc12)Cc1cccnc1 the results were S3 lipid droplet -13% and S3 lipid droplet cell count max -4.
For C[C@@H](OC(=O)N(C)Cc1ccccc1)[C@H]1O[C@]2(C)CCCC[C@H]1O2 the results were S3 lipid droplet inconclusive.
Screening O=C(NCCOc1ccc(F)cc1)C1CCN(S(=O)(=O)c2ccccc2)CC1 returned S3 lipid droplet -25%.
Screening Clc1cccc(Sc2ccc(-c3ccccn3)s2)c1 returned S3 lipid droplet inconclusive.
`Cc1ccc(C(C)NC(=O)c2c(-c3ccccc3)noc2C)cc1C` (stereo not given) gave S3 lipid droplet inconclusive.
Screening Cc1ccc(C(=O)O)cc1NC(=O)Nc1cccc2ccccc12 returned S3 lipid droplet inconclusive.
For C=CCn1c(C(C)C)nc2ccccc21 the results were S3 lipid droplet 2% and S3 lipid droplet cell count max 7.
Cc1onc(-c2c(Cl)cccc2Cl)c1C(=O)NC(=S)Nc1sc2c(c1C(N)=O)CCC(C)C2 (stereo not given) was read as S3 lipid droplet 5% and S3 lipid droplet cell count max 5.
`Cc1ccc(C2C(C(=O)c3cc4ccccc4o3)=C(O)C(=O)N2c2cc(C)on2)cc1` (stereo not given) gave S3 lipid droplet inconclusive.
O=C(Nc1nc(-c2ccccc2)cs1)c1cccc(S(=O)(=O)N2CCN(Cc3ccccc3)CC2)c1 was read as S3 lipid droplet inconclusive.
For O=C(Nc1cc(Br)ccc1O)c1cc(-c2ccco2)on1 the results were S3 lipid droplet inconclusive.
Screening O=C1COc2ccc(C(=O)COC(=O)c3cnc(Cl)c(Cl)c3)cc2N1 returned S3 lipid droplet inconclusive.
`CCn1nc(C)c(Br)c1-c1nc(CS(=O)(=O)c2ccsc2)no1` gave S3 lipid droplet 3% and S3 lipid droplet cell count max 20.
For Cc1c(Cl)cccc1NC(=O)CNC(=O)CCCc1nc2ccccc2c(=O)[nH]1 the results were S3 lipid droplet inconclusive.
CCOC(=O)Nc1c(C(=O)OC)[nH]c2cc(OC)ccc12 was read as S3 lipid droplet inconclusive.
Screening CCC(C(=O)O)N1C(=O)/C(=C/C(C)=C/c2ccccc2)SC1=S (stereo not given) returned S3 lipid droplet -6% and S3 lipid droplet cell count max -6.
For O=C(NCCN1CCOCC1)C(=O)NCc1ccc2c(c1)OCO2 the results were S3 lipid droplet 2% and S3 lipid droplet cell count max -21.
For O=C(Nc1cc2c3c(c1)CC(=O)N3CCC2)c1ccc(Br)o1 the results were S3 lipid droplet inconclusive.
Screening COc1ccc(CCC(=O)NCc2cccc(C(F)(F)F)c2)cc1 returned S3 lipid droplet inconclusive.
Screening O=C(Nc1ccccc1C(=O)N1CCCC1)c1ccc(Cl)c([N+](=O)[O-])c1 returned S3 lipid droplet 9% and S3 lipid droplet cell count max -5.
Screening CCOC(=O)c1c(NC(=O)CSc2c[nH]c3ccccc23)sc2c1CCCC2 returned S3 lipid droplet 15% and S3 lipid droplet cell count max -4.
Screening COc1ccc(-c2c[n+](CC(=O)c3cccs3)c3n2CCC3)cc1 returned S3 lipid droplet -7% and S3 lipid droplet cell count max -15.
`CC(CCc1ccccc1)NCC(O)c1cccc([N+](=O)[O-])c1` (stereo not given) gave S3 lipid droplet 0% and S3 lipid droplet cell count max 0.
For Cc1ccc(NC(=S)Nc2ccc(S(=O)(=O)N3CCOCC3)cc2)cc1S(=O)(=O)N1CCOCC1 the results were S3 lipid droplet inactive.
For COc1cc(C(=O)NCC(=O)NCCSc2ccc(Br)cc2)cc(OC)c1OC the results were S3 lipid droplet inconclusive.
Screening CCN(CC(=O)NCc1ccc(F)cc1)C(=O)/C=C/c1cccs1 returned S3 lipid droplet 6% and S3 lipid droplet cell count max 11.
`COCCn1c(C)cc(C(=O)COC(=O)Cc2n[nH]c(=O)c3ccccc23)c1C` gave S3 lipid droplet inconclusive.
`CC(C)C[C@@H](COc1ccccc1)N1CCN(C)CCC1=O` gave S3 lipid droplet inactive and S3 lipid droplet cell count max -7.
For COc1ccc(NC(=O)COC(=O)CCC(=O)c2cccs2)cc1OC the results were S3 lipid droplet inconclusive.
`COc1c(Cl)cc(C(=O)Nc2ccccc2C(=O)O)cc1Cl` gave S3 lipid droplet -7% and S3 lipid droplet cell count max -11.
For CCC(C)NC(=O)Cn1nc(Cc2ccncc2)c2ccccc2c1=O (stereo not given) the results were S3 lipid droplet 8% and S3 lipid droplet cell count max 16.
Screening COc1ccc(O)c(C=Nc2cc(NC(C)=O)c(Cl)cc2Cl)c1 returned S3 lipid droplet 18% and S3 lipid droplet cell count max 17.
O=C(c1ccc(CNS(=O)(=O)c2cccc(Cl)c2)cc1)N1CCCC1 was read as S3 lipid droplet 9% and S3 lipid droplet cell count max 13.
N#CC(c1ccc(Cl)cc1)c1ccc2c(C(F)(F)F)cc(C(F)(F)F)nc2n1 (stereo not given) was read as S3 lipid droplet inconclusive.
For Cc1nc(NC(=S)Nc2ccccc2)sc1C the results were S3 lipid droplet -14%.
Screening Cc1cc2c(cc1S(=O)(=O)Nc1ccc(OC(F)(F)F)cc1)OCC(=O)N2 returned S3 lipid droplet inconclusive.
Screening CC(=O)C1=C(C)NC(SCC(=O)c2ccc(C)cc2)=C(C#N)C1c1ccco1 (stereo not given) returned S3 lipid droplet inconclusive.
For O=C1OCC2=C1C(c1ccc3c(c1)OCO3)Sc1ccccc1N2 (stereo not given) the results were S3 lipid droplet inconclusive.
Cc1sc2ncn(CC(=O)NC3CCCCC3)c(=O)c2c1C was read as S3 lipid droplet inconclusive.
`CCCN1CCN(CCCNC(=O)C2CCCN(c3nc4ccc(OCC)cc4s3)C2)CC1` (stereo not given) gave S3 lipid droplet inconclusive.
`CCOC(=O)CN1c2ccccc2NC(=O)CC1C` (stereo not given) gave S3 lipid droplet 1%[9.22 µM] and S3 lipid droplet cell count max 17.
`CCOC(=O)c1ccc(Nc2cnc3ccccc3n2)cc1` gave S3 lipid droplet inactive.
O=C(NC1CC1)c1cc(-c2ccccn2)nc2ccccc12 was read as S3 lipid droplet 5% and S3 lipid droplet cell count max -1.
`Cc1cccn2c(=O)c3cc(C(=O)NCCN4CCOCC4)n(Cc4ccccc4)c3nc12` gave S3 lipid droplet 17% and S3 lipid droplet cell count max -16.
For O=C(C1CCN(c2nnc(N3CCCC3=O)s2)CC1)N1CCN(Cc2ccc3c(c2)OCO3)CC1 the results were S3 lipid droplet 1% and S3 lipid droplet cell count max -6.
Screening O=C(Nc1cccc(C(=O)N2CCCCC2)c1)c1ccc(Cl)cc1 returned S3 lipid droplet inconclusive.
Screening Cc1ccc(-n2ncc3c(SCC(N)=O)ncnc32)cc1C returned S3 lipid droplet -14% and S3 lipid droplet cell count max -2.
Screening CN(C(=O)CSc1nc2ccccc2o1)C1CCS(=O)(=O)C1 (stereo not given) returned S3 lipid droplet -12% and S3 lipid droplet cell count max -26.
Screening CC(C)CC(c1nnnn1Cc1cccs1)N1CCN(c2nc3ccccc3s2)CC1 (stereo not given) returned S3 lipid droplet -22% and S3 lipid droplet cell count max -6.
Screening O=C(CSc1nc2ccccc2[nH]1)N/N=C/C=C/c1ccccc1[N+](=O)[O-] returned S3 lipid droplet inconclusive.
For Cc1cc(C)c(C#N)c(SCC(=O)N(C)C2CCCCC2)n1 the results were S3 lipid droplet inconclusive.
CCOCCCn1cnc2c(c1=O)c1nc3ccccc3nc1n2-c1ccc(C)cc1 was read as S3 lipid droplet inactive and S3 lipid droplet cell count max 11.
